# Source: PubChem
# p53 PUMA act: re-activators of the mutant p53 pathway | 1.5% of 28,000 active | activation, % at 9.98 µM | SW480 PUMA-promoter luciferase, p53 mutant reactivation; in the data active means activation above about 52%; inconclusive means no clear call, values can overlap the other calls
# STK33 inh: blocks human STK33 kinase activity; Q9BYT3; ADP-Glo luminescence, MBP substrate; inhibition, % at 12.5 µM; 0.44% of 27,000 active; in the data active means inhibition above about 20%; inconclusive means no clear call, values can overlap the other calls
# Target sequence (Q9BYT3 whole entry, looked up): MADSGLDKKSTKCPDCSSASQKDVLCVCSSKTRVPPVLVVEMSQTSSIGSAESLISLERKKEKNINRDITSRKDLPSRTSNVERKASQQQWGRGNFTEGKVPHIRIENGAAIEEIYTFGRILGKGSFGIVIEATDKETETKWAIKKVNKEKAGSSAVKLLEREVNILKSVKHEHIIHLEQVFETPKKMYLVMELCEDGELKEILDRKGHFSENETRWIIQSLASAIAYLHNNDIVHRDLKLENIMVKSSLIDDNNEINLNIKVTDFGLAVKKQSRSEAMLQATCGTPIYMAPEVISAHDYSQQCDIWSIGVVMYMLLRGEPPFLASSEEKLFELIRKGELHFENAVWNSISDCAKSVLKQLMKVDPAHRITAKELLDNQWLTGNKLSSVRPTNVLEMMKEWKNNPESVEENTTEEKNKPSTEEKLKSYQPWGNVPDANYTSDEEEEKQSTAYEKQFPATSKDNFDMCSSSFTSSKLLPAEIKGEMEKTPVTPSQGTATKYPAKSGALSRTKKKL
# * marks the source's active call; other numbers are inactive results; ? = inconclusive; . = not tested or not shown. Not all compounds are listed; rates above refer to the full screens.
# Results follow in this order: p53 PUMA act	STK33 inh
Cc1noc(C)c1NC(=O)N(C)C[C@@H]1Oc2ccc(NS(C)(=O)=O)cc2CC(=O)N([C@H](C)CO)C[C@H]1C
→ .	0
Cc1ccc(-c2csc3ncnc(SCc4csc(C)n4)c23)cc1
→ 2	4
O=C(Nc1cccc(S(=O)(=O)C(F)F)c1)c1ccc(S(=O)(=O)N2CCOCC2)cc1
→ 3	0
COC(=O)c1cc(OC)c(OC)cc1NC(=O)COc1ccc(Br)cc1Cl
→ -7	2
CCOC(=O)c1c(NC(=O)c2ccccc2N(C)S(C)(=O)=O)sc2c1CCCC2
→ 7	-1
C[C@H](CO)N1C[C@H](C)[C@@H](CN(C)C(=O)Nc2ccc3c(c2)OCO3)Oc2ccc(NS(=O)(=O)c3ccc(Cl)cc3)cc2C1=O
→ -8	0
COc1cc(O[C@@H]2O[C@H](CO)[C@@H](O)[C@H](O)[C@H]2O)cc(OC)c1OC
→ .	0
C[C@@H]1CCCCO[C@H](CN(C)Cc2ccc(C(=O)O)cc2)[C@@H](C)CN([C@H](C)CO)C(=O)c2cc(NS(=O)(=O)c3cccs3)ccc2O1
→ .	4
COc1ccc(-c2cc3ccccc3oc2=O)cc1NC(=O)COc1ccc(Cl)cc1C
→ -5	3
O=C(Nc1ccc(F)c(Cl)c1)C1CC(=O)n2ncnc2N1 (configuration not stated)
→ 7	-4

# New compounds follow:
# Results follow in this order: p53 PUMA act	STK33 inh
CCCCCCCC/C=C\CCCCCCCc1cccc(O)c1C(=O)O
→ 11	-16
COc1ccc(NC(=O)N(C)C[C@@H]2Oc3ncc(C#Cc4ccc(F)cc4)cc3C(=O)N([C@H](C)CO)C[C@@H]2C)cc1
→ -3	-3
O=C(NC1CCCCC1)c1c(NC(=O)c2cc(-c3cccnc3)nc3ccccc23)sc2c1CCC2
→ -10	6
C[C@@H]1CN([C@@H](C)CO)S(=O)(=O)c2ccc(C#CC3CCCCC3)cc2O[C@H]1CN(C)Cc1cccnc1
→ -56	.
Cc1cc(C)c2nc(-c3cccnc3)cc(C(=O)Nc3sc(Cc4ccccc4)cc3C(N)=O)c2c1
→ 0	2
C[C@@H]1CN([C@@H](C)CO)C(=O)c2cc(NS(C)(=O)=O)ccc2O[C@@H](C)CCCCO[C@@H]1CN(C)S(=O)(=O)c1cn(C)cn1
→ -2	.
C[C@@H]1CN([C@H](C)CO)C(=O)c2cc(NC(=O)Nc3ccc(C(F)(F)F)cc3)ccc2O[C@H]1CN(C)C(=O)NC1CCCCC1
→ -38	.
C[C@H](CO)N1C[C@H](C)[C@@H](CN(C)C(=O)Nc2ccc(F)cc2)Oc2ccc(NC(=O)NC3CCCCC3)cc2CC1=O
→ 2	.
Cc1ccccc1-c1ccc2c(c1)O[C@H](CN(C)C(=O)c1ccccn1)[C@@H](C)CN([C@@H](C)CO)S2(=O)=O
→ -5	.
C[C@H]1CN([C@@H](C)CO)C(=O)c2cc(/C=C/c3ccccc3)cnc2O[C@H]1CN(C)C(=O)c1cccc(F)c1
→ 5	.

# Continued.
# Results follow in this order: p53 PUMA act	STK33 inh
C[C@H]1CN([C@@H](C)CO)C(=O)c2cc(NS(C)(=O)=O)ccc2O[C@H]1CN(C)C(=O)NC1CCCCC1
→ -1	.
CCN(CC(=O)Nc1ccccc1F)S(=O)(=O)c1ccc2ccccc2c1
→ 6	0
C[C@H](CO)N1C[C@H](C)[C@@H](CN(C)S(=O)(=O)c2ccc(F)cc2)OCc2cnnn2CCCC1=O
→ .	3
C[C@@H]1CN([C@@H](C)CO)C(=O)c2cc(NC(=O)c3ccccc3)ccc2O[C@@H](C)CCCCO[C@@H]1CN(C)C(=O)Nc1ccccc1
→ 6	.
COc1ccc(-c2nnc(SCCCN3C(=O)c4cccc5cccc(c45)C3=O)n2C)cc1OC
→ -9	0
C[C@H](CO)N1C[C@H](C)[C@@H](CN(C)Cc2ccccc2C(=O)O)OCc2cn(nn2)CCCC1=O
→ .	2
Cc1ccnc(NC(c2cccc(Cl)c2)c2ccc3ccc(C)nc3c2O)c1 (configuration not stated)
→ -51	1
Cc1noc(C)c1S(=O)(=O)N(C)C[C@H]1Oc2ccc(NS(=O)(=O)c3cccs3)cc2CC(=O)N([C@@H](C)CO)C[C@@H]1C
→ -2	-1
C[C@H]1CCCCO[C@@H](CN(C)C(=O)c2ccccc2)[C@@H](C)CN([C@@H](C)CO)C(=O)c2cc(NS(=O)(=O)c3ccccc3)ccc2O1
→ -11	.
CCOC(=O)CSc1n[nH]c(CC)n1
→ -11	0

# (further entries)
# Results follow in this order: p53 PUMA act	STK33 inh
Cc1cc(C)cc(N(CC(=O)O)S(C)(=O)=O)c1
→ -7	-1
O=C(CCC1COc2ccccc2O1)NCc1ccco1 (configuration not stated)
→ -2	-1
CN(CC(=O)Nc1ccc(Nc2ccccc2)cc1)S(=O)(=O)c1ccccc1
→ -11	1
Oc1cc(O)cc(/C=C/c2ccccc2)c1
→ .	-2
Cc1noc(C)c1S(=O)(=O)N(C)C[C@@H]1OCc2cnnn2CCCC(=O)N([C@@H](C)CO)C[C@H]1C
→ 3	2
C[C@@H]1CN([C@@H](C)CO)C(=O)c2cc(NC(=O)CCC(F)(F)F)ccc2O[C@@H](C)CCCCO[C@H]1CN(C)C
→ -8	.
COc1ccc([Si](C)(C)[C@@H]2[C@@H](CCO)O[C@]3(C(=O)N(Cc4ccc(N5CCOC5=O)cc4)c4ccccc43)[C@H]2C)cc1
→ .	20*
C[C@H]1CN([C@@H](C)CO)C(=O)c2cccc(NC(=O)Nc3ccc4c(c3)OCO4)c2O[C@H]1CN(C)S(=O)(=O)c1ccccc1
→ 7	.
COc1ccc([N+](=O)[O-])cc1N(CC(=O)N1CCCC1)S(C)(=O)=O
→ 5	-1
O=C(CSc1nc(-c2ccccc2)cs1)Nc1ccccc1C(F)(F)F
→ 3	-5

# Remaining list, next part
# Results follow in this order: p53 PUMA act	STK33 inh
CC(=O)O[C@@H]1c2c(C)coc2C(=O)[C@@]23O[C@@H]2CC[C@H](C)[C@@]13C
→ -6	-5
O=C1O[C@H](c2ccccc2)[C@H](c2ccccc2)N2[C@H]1[C@@H](C(=O)N1CCCCCCC1)[C@]1(C(=O)Nc3ccc(C#CCCO)cc31)[C@H]2c1ccccc1OCCO
→ .	22*
COc1ccc(S(=O)(=O)N(C)C[C@H]2OCCCC[C@@H](C)Oc3ccc(NC(=O)CCC(F)(F)F)cc3C(=O)N([C@H](C)CO)C[C@@H]2C)cc1
→ .	5
C[C@@H]1CN([C@H](C)CO)C(=O)Cc2cc(NC(=O)Cn3cnnn3)ccc2O[C@H]1CN(C)S(=O)(=O)c1cccs1
→ .	0
COc1ccc(C#Cc2ccc3c(c2)[C@]2(C(=O)N3)[C@H](C(=O)N3CCN(c4ncccn4)CC3)[C@H]3C(=O)O[C@H](c4ccccc4)[C@H](c4ccccc4)N3[C@@H]2c2ccccc2OCCO)cc1
→ .	8
Cc1noc(C)c1NC(=O)N(C)C[C@H]1OCCCC[C@H](C)Oc2ccc(NS(=O)(=O)c3cn(C)cn3)cc2C(=O)N([C@H](C)CO)C[C@@H]1C
→ 8	.
C[C@H](CO)N1C[C@H](C)[C@@H](CN(C)C)Oc2ccc(NC(=O)NC3CCCCC3)cc2CC1=O
→ 10	.
Cc1cccc(C)c1OCC(=O)Nc1cccnc1
→ 4	4
Cc1c(C=Nc2ccc(C(C)C)cc2)sc2ccccc12
→ 9	.
C[C@H](CO)N1C[C@H](C)[C@H](CN(C)Cc2ccc(C(=O)O)cc2)Oc2ccc(NC(=O)C3CCCCC3)cc2C1=O
→ .	-1

# Other results
# Results follow in this order: p53 PUMA act	STK33 inh
Cc1noc(C)c1S(=O)(=O)Nc1ccc2c(c1)C(=O)N([C@H](C)CO)C[C@@H](C)[C@H](CN(C)C(=O)Nc1ccc3c(c1)OCO3)O2
→ -3	.
CNC[C@@H]1OCCCC[C@@H](C)Oc2ccc(NS(=O)(=O)c3ccc(F)cc3)cc2C(=O)N([C@H](C)CO)C[C@@H]1C
→ .	-2
CCOC(=O)c1c(NC(=O)CSc2nccc(C)n2)sc2c1CCCC2
→ -16	6
COc1ccc(NC(=O)N(C)C[C@@H]2OCCCC[C@@H](C)Oc3ccc(NC(=O)Cc4ccccc4)cc3C(=O)N([C@H](C)CO)C[C@@H]2C)cc1
→ .	0
C[C@@H]1CN([C@@H](C)CO)C(=O)CCCn2cc(nn2)CO[C@H]1CN(C)Cc1cccc(O)c1
→ .	0
C[C@@H]1CN([C@H](C)CO)C(=O)c2cccc(NS(C)(=O)=O)c2O[C@@H]1CN(C)S(=O)(=O)c1cn(C)cn1
→ 6	.
CC(C)NC(=O)Nc1ccc2c(c1)CC(=O)N([C@H](C)CO)C[C@@H](C)[C@H](CN(C)Cc1ccc(C(F)(F)F)cc1)O2
→ .	0
CCOC(=O)c1c(NC(=O)Cn2cnc3ccccc3c2=O)sc2c1CCCC2
→ 24	-4
CC(C)COC(=O)N(C)C[C@@H]1OCc2cnnn2CCCC(=O)N([C@@H](C)CO)C[C@H]1C
→ .	?
C[C@@H]1CN([C@@H](C)CO)C(=O)c2cc(NC(=O)CCC(F)(F)F)ccc2O[C@@H](C)CCCCO[C@@H]1CN(C)C(=O)Nc1ccccc1
→ -9	.

# Continued:
# Results follow in this order: p53 PUMA act	STK33 inh
Cc1ccccc1OCC(=O)Nc1ccccc1C(=O)N1C(C)CCCC1C (configuration not stated)
→ -5	-3
O=C(COc1ccccc1[N+](=O)[O-])Nc1ccc2oc(-c3cccc(Cl)c3)nc2c1
→ 41	1
C[C@H]1CN([C@@H](C)CO)C(=O)c2c(c3ccccc3n2C)-c2ccccc2CO[C@H]1CN(C)Cc1cccnc1
→ -6	.
O=C(CSc1nnnn1-c1ccc(F)cc1F)Nc1ccc2c(c1)OCCO2
→ -12	0
Cc1ccc(NC(=O)CSc2nc3c(c(C(F)(F)F)n2)CCCC3)cc1C
→ -3	-1
COc1ccc(S(=O)(=O)Nc2ccc3c(c2)CC(=O)N([C@@H](C)CO)C[C@@H](C)[C@@H](CN(C)Cc2ccc(C(=O)O)cc2)O3)cc1
→ 4	1
CN(C)c1nc(N)nc(CSc2ccccn2)n1
→ 20	0
Cc1noc(C)c1NC(=O)Nc1ccc2c(c1)CC(=O)N([C@H](C)CO)C[C@@H](C)[C@@H](CN(C)CC1CCCCC1)O2
→ .	0
COc1cc2c(cc1OC)CN(C(=O)[C@H]1[C@@H]3C(=O)O[C@@H](c4ccccc4)[C@@H](c4ccccc4)N3[C@@H](c3ccccc3OCCO)[C@]13C(=O)Nc1ccc(C#CC4=CCCCC4)cc13)CC2
→ .	11
CN1CCN(C(=O)CN(c2cccc(Br)c2)S(=O)(=O)c2ccccc2)CC1
→ -3	-7

# More structures follow:
# Results follow in this order: p53 PUMA act	STK33 inh
COc1ccc(NC(=O)N(C)C[C@@H]2OCCCC[C@@H](C)Oc3ccc(NS(=O)(=O)c4ccc(F)cc4)cc3C(=O)N([C@H](C)CO)C[C@@H]2C)cc1
→ .	1
COc1ccc(S(=O)(=O)N(C)CC(=O)Nc2cccc(F)c2)cc1OC
→ -4	0
COC1=CC(=O)C[C@@H](C)[C@]12Oc1cc(OC)cc(OC)c1C2=O
→ -33	-4
COc1ccc(C(=O)Oc2ccc(C)c3c2C(=O)OC(C)C3)c2c1C(=O)OC(C)C2 (configuration not stated)
→ 3	-2
O=c1[nH]nc(-c2ccc(NCCN3CCOCC3)c([N+](=O)[O-])c2)c2ccccc12
→ -15	1
Cc1noc(C)c1S(=O)(=O)Nc1ccc2c(c1)C(=O)N([C@H](C)CO)C[C@@H](C)[C@H](CN(C)C(=O)NC(C)C)O2
→ .	0
C[C@@H]1O[C@@H](O[C@@H]2[C@@H](O)[C@H](Oc3cc(O)c4c(c3)OC(c3ccc(O)cc3)CC4=O)O[C@H](COC3OCC(O)C(O)C3O)[C@H]2O)[C@H](O)[C@H](O)[C@H]1O (some centres not stated)
→ 21	-2
COc1ccc(NC(=O)Nc2ccc3c(c2)CC(=O)N([C@@H](C)CO)C[C@@H](C)[C@@H](CN(C)C(=O)Nc2ccc(F)cc2)O3)cc1
→ .	6
Cc1cnnc(/N=C(\N)Nc2ccc(S(=O)(=O)Nc3nc(C)ccc3C)cc2)n1
→ 18	.
CCC(=O)c1ccc(OCC(O)Cn2c(C)nc3ccccc32)cc1 (configuration not stated)
→ -23	6
C[C@@H]1CCCCO[C@H](CN(C)C(=O)c2ccncc2)[C@@H](C)CN([C@H](C)CO)C(=O)c2cc(NC(=O)CCCN(C)C)ccc2O1
→ 16	.
C[C@H]1CN([C@@H](C)CO)C(=O)Cc2cc(NC(=O)Nc3ccc(F)cc3)ccc2O[C@@H]1CN(C)S(=O)(=O)c1ccc(F)cc1
→ .	-2
C[C@H]1CN([C@@H](C)CO)S(=O)(=O)c2ccc(-c3cccc(C(=O)N(C)C)c3)cc2O[C@@H]1CN(C)Cc1ccc2c(c1)OCO2
→ -43	.

# Molecules listed so far containing two or more sulfur atoms, in the order listed:
# Results follow in this order: p53 PUMA act	STK33 inh
Cc1ccc(-c2csc3ncnc(SCc4csc(C)n4)c23)cc1
→ 2	4
O=C(Nc1cccc(S(=O)(=O)C(F)F)c1)c1ccc(S(=O)(=O)N2CCOCC2)cc1
→ 3	0
CCOC(=O)c1c(NC(=O)c2ccccc2N(C)S(C)(=O)=O)sc2c1CCCC2
→ 7	-1
C[C@@H]1CCCCO[C@H](CN(C)Cc2ccc(C(=O)O)cc2)[C@@H](C)CN([C@H](C)CO)C(=O)c2cc(NS(=O)(=O)c3cccs3)ccc2O1
→ .	4
C[C@@H]1CN([C@@H](C)CO)C(=O)c2cc(NS(C)(=O)=O)ccc2O[C@@H](C)CCCCO[C@@H]1CN(C)S(=O)(=O)c1cn(C)cn1
→ -2	.
Cc1noc(C)c1S(=O)(=O)N(C)C[C@H]1Oc2ccc(NS(=O)(=O)c3cccs3)cc2CC(=O)N([C@@H](C)CO)C[C@@H]1C
→ -2	-1
O=C(CSc1nc(-c2ccccc2)cs1)Nc1ccccc1C(F)(F)F
→ 3	-5
C[C@@H]1CN([C@H](C)CO)C(=O)Cc2cc(NC(=O)Cn3cnnn3)ccc2O[C@H]1CN(C)S(=O)(=O)c1cccs1
→ .	0
CCOC(=O)c1c(NC(=O)CSc2nccc(C)n2)sc2c1CCCC2
→ -16	6
C[C@@H]1CN([C@H](C)CO)C(=O)c2cccc(NS(C)(=O)=O)c2O[C@@H]1CN(C)S(=O)(=O)c1cn(C)cn1
→ 6	.
